Screening results as filed in PubChem BioAssay.
Pemphigus Ab inh: blocks pemphigus antibody binding to human desmoglein-3; P32926; DSG3-coupled beads, scFv-anti-DSG3-GFP binding, flow cytometry; stronger effect = lower value; binding (percent of control), % at 10 µM; 310,000 tested, 0.48% active;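 active means binding more than 3 SD below its plate's average and above zero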;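 further: hits lower antibody fragment binding to DSG3; some compounds called inactive have numbers as strong as hits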
Keap1 Nrf2 FP: disrupts human Keap1 binding to Nrf2 peptide; Q14145; Keap1 Kelch-Nrf2 peptide fluorescence polarization, 1536-well; inhibition, % at 9.4 µM; 340,000 tested, 0.15% active; AID 504523; in the data active means inhibition above about 12%;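 further: human Keap1 Kelch domain with fluorescein labeled Nrf2 9mer peptide probe; 0% = neutral control wells and 100% = peptide positive control; higher means more block of Keap1 binding to Nrf2 peptide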
Target sequence (Q14145 whole entry, looked up, the tested form may be a part): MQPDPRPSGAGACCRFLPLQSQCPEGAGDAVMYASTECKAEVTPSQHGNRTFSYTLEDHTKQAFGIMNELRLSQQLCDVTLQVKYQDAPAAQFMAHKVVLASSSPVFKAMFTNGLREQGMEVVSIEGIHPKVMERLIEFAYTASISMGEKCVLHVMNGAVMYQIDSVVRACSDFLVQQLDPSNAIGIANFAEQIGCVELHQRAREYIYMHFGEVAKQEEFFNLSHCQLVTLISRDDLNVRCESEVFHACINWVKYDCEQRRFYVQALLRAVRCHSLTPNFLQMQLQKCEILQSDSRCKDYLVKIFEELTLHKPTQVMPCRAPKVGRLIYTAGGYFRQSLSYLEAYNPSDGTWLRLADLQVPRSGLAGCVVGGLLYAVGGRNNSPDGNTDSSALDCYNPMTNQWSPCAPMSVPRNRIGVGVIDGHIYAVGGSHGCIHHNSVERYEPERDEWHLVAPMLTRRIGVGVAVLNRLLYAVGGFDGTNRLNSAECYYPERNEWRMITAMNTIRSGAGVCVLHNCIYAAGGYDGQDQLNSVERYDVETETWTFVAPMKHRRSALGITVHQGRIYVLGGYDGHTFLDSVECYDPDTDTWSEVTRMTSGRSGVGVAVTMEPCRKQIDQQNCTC
Wnt bcat act: Wnt/beta-catenin pathway activation; Wnt/beta-catenin reporter cell assay, activator, plate reader; activation, % at 9.35 µM; 300,000 tested, 1.2% active; AID 743398; in the data active means activation above about 30%, passing the limit was not always enough;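 further: 0% = neutral control wells and 100% = positive control wells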
MOR-DOR inv ag: inverse agonist of human OPRM1-OPRD1 heterodimerization. P35372+P41143. cell-based MOR-DOR heterodimer luminescence, inverse agonism. inhibition, % at 9.3 µM. 340,000 tested, 0.21% active; in the data active means inhibition above about 22%, passing the limit was not always enough;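 further: 0% = cells with DMSO and 100% = wells without cells with DMSO; values of inactives mirror those of a sister screen read the other way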
V-ATPase pH: alters yeast V-ATPase proton transport | S. cerevisiae, pHLuorin cytosolic pH fluorescence | response, % at 10 µM | 350,000 tested, 0.37% active; in the data active means response mostly above about 7.3%, no sharp cut-off; inactive means mostly below about 5.4%; further: actives read high; inactives centre near 0; some compounds called inactive have numbers as strong as hits; reference of the scale not given here
Cardiac RTF inh: cardiac RTF calcium desensitization | IANBD-labeled cardiac RTF, Ca2+ fluorescence | P19429+P45379 | inhibition, % at 7.15 µM | 340,000 tested, 0.12% active | AID 493244;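 active means inhibition above the mean inhibition of all tested compounds plus 3 SD, cut at about 17% in these data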;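 further: assay run at fixed EC70 calcium of 1.6 mM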
RTF Ca sens act: cardiac RTF calcium sensitization. IANBD-labeled TnC RTF fluorescence at EC20 calcium; 0% EC20 calcium, 100% full calcium. AID 493008. P19429+P45379. 340,000 tested, 0.24% active. activation, % at 7.2 µM;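 active means activation above the mean over all tested compounds plus 3 SD, cut at about 30% in these data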;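 further: rise in fluorescence read as greater calcium sensitivity of cardiac thin filaments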
LANA DNA inh: KSHV C-LANA DNA binding inhibition. MBP-C-LANA/FAM-LBS DNA binding, fluorescence polarization. inhibition, % at 9 µM. 340,000 tested, 0.078% active. AID 504423;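 active means highest replicate inhibition at or above 60% at 9 µM, even if other replicates fall short; inactive means all replicates below 60% inhibition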;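 further: 0% = neutral control wells and 100% = 4 µM acridine orange control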
Arrestin-AP2 inh: inhibitors of human beta-arrestin and AP2 interaction | FITC-arrestin peptide / GST-AP2 beads, flow cytometry; AP2 beta2 appendage carries R879A mutation | inhibition, % at 10 µM | 340,000 tested, 0.31% active | AID 504490;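 active means inhibition above a set limit, near 3 SD of compounds lacking own fluorescence, cut at about 54% in these data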;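 further: plate controls were DMSO wells for no effect and 5 µM unlabelled arrestin peptide for full effect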
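system = GST-tagged AP2 beta2-adaptin appendage (R879A) on 4 µm glutathione beads | reagent = FITC-labelled arrestin peptide probe, 50 nM final | schedule = compound with beads 12 min RT, then probe 1 h RT | signal = HyperCyt-sampled flow cytometry, FL1 channel, ex 488/em 535 nm | read-out = percent response from loss of bead-bound FITC fluorescence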
OPRM1-OPRD1 ag: agonists of human mu-delta opioid receptor heterodimerization; P35372+P41143; cells, OPRM1-OPRD1 heterodimerization, luminescence; activation, % at 9.3 µM; 340,000 tested, 0.3% active; AID 504326; in the data active means activation above about 18%;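 further: 0% = vehicle-treated cells and 100% = reference agonist; values of inactives mirror those of a sister screen read the other way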
An asterisk follows results filed as active.

For CCCCCn1c(=O)[nH]c2cc(C(=O)N3CCN(c4ccc(F)cc4)CC3)ccc2c1=O the results were Pemphigus Ab inh 91, Keap1 Nrf2 FP 1, Wnt bcat act -2, MOR-DOR inv ag -60, V-ATPase pH -3, Cardiac RTF inh 1, RTF Ca sens act -3, LANA DNA inh -0.4, Arrestin-AP2 inh -11 and OPRM1-OPRD1 ag 7.4.
Screening COCCCNc1ncnc2c1cnn2-c1ccc(C)cc1C returned Pemphigus Ab inh 98, Keap1 Nrf2 FP -5, Wnt bcat act 1, MOR-DOR inv ag 15, V-ATPase pH 0, Cardiac RTF inh -1, RTF Ca sens act -2, LANA DNA inh -0.4, Arrestin-AP2 inh -3 and OPRM1-OPRD1 ag -2.6.
COc1ccc(Cl)cc1NC(=O)CN(C)C1CCCCC1 was read as Pemphigus Ab inh 90, Keap1 Nrf2 FP -4, Wnt bcat act -7, MOR-DOR inv ag 5, V-ATPase pH 3, Cardiac RTF inh 1, RTF Ca sens act -3, LANA DNA inh 4.5, Arrestin-AP2 inh 7 and OPRM1-OPRD1 ag -0.9.
For O=C(NC1CCCc2ccccc21)c1c(F)cccc1Cl (centres undefined) the results were Pemphigus Ab inh 94, Keap1 Nrf2 FP 1, Wnt bcat act -5, MOR-DOR inv ag -12, V-ATPase pH 1, Cardiac RTF inh -2, RTF Ca sens act -6, LANA DNA inh -0.2, Arrestin-AP2 inh -8 and OPRM1-OPRD1 ag 1.4.
O=C(COC(=O)/C=C/c1ccc(OC(F)F)cc1)NC1CCCCCC1 was read as Pemphigus Ab inh 123, Keap1 Nrf2 FP 1, Wnt bcat act -5, MOR-DOR inv ag -3, V-ATPase pH 0, Cardiac RTF inh -2, RTF Ca sens act 1, LANA DNA inh 0.2, Arrestin-AP2 inh 11 and OPRM1-OPRD1 ag 0.7.
For O=C(N/C(=C/c1ccc(Cl)cc1)C(=O)N1CCOCC1)c1ccccc1 the results were Pemphigus Ab inh 101, Keap1 Nrf2 FP -6, Wnt bcat act 0, MOR-DOR inv ag 19, V-ATPase pH 3, Cardiac RTF inh -1, RTF Ca sens act -3, LANA DNA inh -1.7, Arrestin-AP2 inh 5 and OPRM1-OPRD1 ag -3.6.
For O=C(NCCCN1CCCC1=O)c1cc(=O)c2ccccc2o1 the results were Pemphigus Ab inh 101, Keap1 Nrf2 FP -2, Wnt bcat act 0, MOR-DOR inv ag 8, V-ATPase pH -4, Cardiac RTF inh -15, RTF Ca sens act 4, LANA DNA inh -2.0, Arrestin-AP2 inh 74* and OPRM1-OPRD1 ag -1.4.
For O=C(CN1CCN(c2ccc(C(F)(F)F)cn2)CC1)Nc1ccc2c(c1)OCO2 the results were Keap1 Nrf2 FP 3, Wnt bcat act -1, MOR-DOR inv ag 8, V-ATPase pH -2, Cardiac RTF inh -1, RTF Ca sens act 0, LANA DNA inh 0.4, Arrestin-AP2 inh 4 and OPRM1-OPRD1 ag -1.6.
Screening O=C(C(=Cc1ccc(F)cc1)c1ccccc1)c1ccc(O)cc1 returned Pemphigus Ab inh 98, Keap1 Nrf2 FP -3, Wnt bcat act -6, MOR-DOR inv ag -44, V-ATPase pH -4, Cardiac RTF inh 0, RTF Ca sens act -1, LANA DNA inh -1.3, Arrestin-AP2 inh 27 and OPRM1-OPRD1 ag 8.5.
Screening COc1ccc(-c2cc(C(F)F)n3ncc(C(=O)N4CCCc5ccccc54)c3n2)cc1 returned Pemphigus Ab inh 95, Keap1 Nrf2 FP -5, Wnt bcat act -10, MOR-DOR inv ag -6, V-ATPase pH 3, Cardiac RTF inh 0, RTF Ca sens act -4, LANA DNA inh 0.3, Arrestin-AP2 inh 106* and OPRM1-OPRD1 ag 0.8.
`NC(=O)CSc1nnc(-c2ccc(S(=O)(=O)N3CCCC3)cc2)n1CC1CCCO1` (centres undefined) gave Pemphigus Ab inh 101, Keap1 Nrf2 FP 2, MOR-DOR inv ag 4, V-ATPase pH -4, Cardiac RTF inh -3, RTF Ca sens act -1, LANA DNA inh 0.5, Arrestin-AP2 inh -1 and OPRM1-OPRD1 ag -0.9.
For CCc1ccc(N2CC(C(=O)OCC(=O)N(CC)c3c(N)n(Cc4ccccc4)c(=O)[nH]c3=O)CC2=O)cc1 (centres undefined) the results were Pemphigus Ab inh 95, Keap1 Nrf2 FP 188*, Wnt bcat act 0, MOR-DOR inv ag 3, V-ATPase pH 2, Cardiac RTF inh -18, RTF Ca sens act 13, Arrestin-AP2 inh 5 and OPRM1-OPRD1 ag -0.6.
Cc1ccccc1-n1sc2cc(F)ccc2c1=O was read as Pemphigus Ab inh 69*, Keap1 Nrf2 FP 3, Wnt bcat act 4, MOR-DOR inv ag -22, V-ATPase pH 3, Cardiac RTF inh -4, RTF Ca sens act -3, LANA DNA inh 0.5, Arrestin-AP2 inh -7 and OPRM1-OPRD1 ag 4.6.
Screening FC(F)Sc1ccc(-n2c(-c3ccc(Cl)cc3)c[n+]3c2CCC3)cc1 returned Pemphigus Ab inh 106, Keap1 Nrf2 FP 0, Wnt bcat act -2, MOR-DOR inv ag 8, V-ATPase pH 2, Cardiac RTF inh -5, RTF Ca sens act -4, LANA DNA inh 1.1, Arrestin-AP2 inh -5 and OPRM1-OPRD1 ag -1.8.
`O=C(COc1ccc(S(=O)(=O)N2CCOCC2)cc1Cl)N1CCOCC1` gave Pemphigus Ab inh 104, Keap1 Nrf2 FP -5, Wnt bcat act -2, MOR-DOR inv ag 12, V-ATPase pH 0, Cardiac RTF inh -2, RTF Ca sens act -1, LANA DNA inh 0.9, Arrestin-AP2 inh 18 and OPRM1-OPRD1 ag -2.3.
For O=C(O)c1nc(-c2ccccc2)n(-c2ccccc2)n1 the results were Pemphigus Ab inh 108, Keap1 Nrf2 FP -6, MOR-DOR inv ag 4, V-ATPase pH 2, Cardiac RTF inh 1, RTF Ca sens act 13, LANA DNA inh 1.1, Arrestin-AP2 inh -4 and OPRM1-OPRD1 ag -0.7.
Screening CCS(=O)(=O)N1CCN(c2ccc(C(=O)NC34CC5CC(CC(C5)C3)C4)cc2[N+](=O)[O-])CC1 returned Pemphigus Ab inh 95, Keap1 Nrf2 FP 0, MOR-DOR inv ag -10, V-ATPase pH 2, Cardiac RTF inh 7, RTF Ca sens act -3, LANA DNA inh 2.4, Arrestin-AP2 inh 1 and OPRM1-OPRD1 ag 1.6.
`O=S1(=O)N=C(Nc2ccc(O)cc2)c2ccccc21` gave Pemphigus Ab inh 104, Keap1 Nrf2 FP 1, Wnt bcat act -1, MOR-DOR inv ag 11, V-ATPase pH 0, Cardiac RTF inh 7, RTF Ca sens act 4, LANA DNA inh 0.3, Arrestin-AP2 inh 16 and OPRM1-OPRD1 ag -2.2.
For O=S(=O)(c1ccc(Br)s1)N1CCN(Cc2ccc3c(c2)OCO3)CC1 the results were Pemphigus Ab inh 85, Keap1 Nrf2 FP -6, MOR-DOR inv ag -8, V-ATPase pH -2, Cardiac RTF inh -5, RTF Ca sens act 3, LANA DNA inh 2.3, Arrestin-AP2 inh -4 and OPRM1-OPRD1 ag 1.4.
`CCOc1ccc(C(=S)N2CCCC2)c(OCC)c1` gave Pemphigus Ab inh 106, Keap1 Nrf2 FP -8, Wnt bcat act 0, MOR-DOR inv ag 3, V-ATPase pH 1, Cardiac RTF inh 1, RTF Ca sens act 1, LANA DNA inh 1.9, Arrestin-AP2 inh -4 and OPRM1-OPRD1 ag -0.6.
`CC1=C(C(=O)OCCNC(=O)c2ccccc2O)C(c2ccccc2[N+](=O)[O-])C(C(=O)OCC2CCCO2)=C(C)N1` (centres undefined) gave Pemphigus Ab inh 96, Keap1 Nrf2 FP -2, MOR-DOR inv ag 24, V-ATPase pH 4, Cardiac RTF inh -6, RTF Ca sens act 0, LANA DNA inh -0.6, Arrestin-AP2 inh 27 and OPRM1-OPRD1 ag -4.6.
Screening Cc1ccc(C)c(-n2nnnc2Sc2nnnn2-c2ccccc2)c1 returned Pemphigus Ab inh 108, Keap1 Nrf2 FP 1, Wnt bcat act -27, MOR-DOR inv ag -3, V-ATPase pH -3, Cardiac RTF inh -12, RTF Ca sens act -2, LANA DNA inh -1.6, Arrestin-AP2 inh 5 and OPRM1-OPRD1 ag 0.5.
Screening COc1ccccc1N1CCN(C(=O)c2cc3c(=O)n(C)c4ccccc4c3n2C)CC1 returned Pemphigus Ab inh 104, Keap1 Nrf2 FP -4, Wnt bcat act -4, MOR-DOR inv ag 1, V-ATPase pH 0, Cardiac RTF inh -2, RTF Ca sens act 9, LANA DNA inh 0.5, Arrestin-AP2 inh -2 and OPRM1-OPRD1 ag -0.2.
Screening Cc1ncc([N+](=O)[O-])n1CC(C)O (centres undefined) returned Pemphigus Ab inh 113, Keap1 Nrf2 FP -7, Wnt bcat act -2, MOR-DOR inv ag 4, V-ATPase pH -3, Cardiac RTF inh 10, RTF Ca sens act 1, LANA DNA inh 0.9, Arrestin-AP2 inh 3 and OPRM1-OPRD1 ag -0.7.
For Cc1ccc(S(=O)(=O)N2CCN(C(=O)CCCN3C(=O)NC4(CCCC4)C3=O)CC2)cc1C the results were Keap1 Nrf2 FP -4, Wnt bcat act -2, MOR-DOR inv ag 9, V-ATPase pH -2, Cardiac RTF inh 3, RTF Ca sens act 1, LANA DNA inh -1.2, Arrestin-AP2 inh -4 and OPRM1-OPRD1 ag -2.1.
`N#Cc1cccnc1N1CCN(C(=O)COCC(=O)O)CC1` gave Pemphigus Ab inh 108, Keap1 Nrf2 FP -4, Wnt bcat act 2, MOR-DOR inv ag 14, V-ATPase pH 2, Cardiac RTF inh -10, RTF Ca sens act 6, LANA DNA inh 0.3, Arrestin-AP2 inh -13 and OPRM1-OPRD1 ag -2.8.
Screening CC1=NOC(=O)/C1=C\c1ccc(-c2ccc(Cl)c(C(=O)O)c2)o1 returned Pemphigus Ab inh 86, Keap1 Nrf2 FP -10, Wnt bcat act 0, MOR-DOR inv ag 5, V-ATPase pH -2, Cardiac RTF inh -3, RTF Ca sens act 3, LANA DNA inh 13, Arrestin-AP2 inh 20 and OPRM1-OPRD1 ag -1.0.

Arranged by length of the SMILES (largest number first): 3 of the compounds above.
`CC1=C(C(=O)OCCNC(=O)c2ccccc2O)C(c2ccccc2[N+](=O)[O-])C(C(=O)OCC2CCCO2)=C(C)N1` (centres undefined) gave Pemphigus Ab inh 96, Keap1 Nrf2 FP -2, MOR-DOR inv ag 24, V-ATPase pH 4, Cardiac RTF inh -6, RTF Ca sens act 0, LANA DNA inh -0.6, Arrestin-AP2 inh 27 and OPRM1-OPRD1 ag -4.6.
For Cc1ccc(S(=O)(=O)N2CCN(C(=O)CCCN3C(=O)NC4(CCCC4)C3=O)CC2)cc1C the results were Keap1 Nrf2 FP -4, Wnt bcat act -2, MOR-DOR inv ag 9, V-ATPase pH -2, Cardiac RTF inh 3, RTF Ca sens act 1, LANA DNA inh -1.2, Arrestin-AP2 inh -4 and OPRM1-OPRD1 ag -2.1.
Screening CC1=NOC(=O)/C1=C\c1ccc(-c2ccc(Cl)c(C(=O)O)c2)o1 returned Pemphigus Ab inh 86, Keap1 Nrf2 FP -10, Wnt bcat act 0, MOR-DOR inv ag 5, V-ATPase pH -2, Cardiac RTF inh -3, RTF Ca sens act 3, LANA DNA inh 13, Arrestin-AP2 inh 20 and OPRM1-OPRD1 ag -1.0.
